Assay outcomes from PubChem BioAssay.
TWEAK-Fn14 inh – TWEAK-Fn14 signaling inhibition; TWEAK-stimulated Fn14 reporter cells, luciferase luminescence, 8 h; inhibition, % at 10 µM; hit rate 2% among 360,000; AID 1159606; in the data active = inhibition above about 50%
ABHD5-PLIN5 inh – ABHD5-PLIN5 protein interaction inhibition. inhibition, % at 4 µM. hit rate 0.78% among 360,000. AID 602281. Q00G26+Q8WTS1. Split G. princeps luciferase complementation, luminescence, 4 h;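 active = inhibition above the mean inhibition across every tested compound plus 3 SD, cut at about 22% in these data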;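 note: 0% = DMSO only wells and the 100% control is not disclosed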
TLR9-MyD88 block – TLR9-MyD88 interaction inhibition; Q9NR96+Q99836; inhibition, % at 4.98 µM; AID 504734; hit rate 0.21% among 340,000; CHO BLA complementation TLR9-MyD88, CCF4 FRET ratio;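 active = inhibition above the mean over all tested compounds plus 3 SD, cut at about 21% in these data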;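 note: 0% = DMSO only wells and 100% = clavulanate BLA inhibitor control wells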
NR2F2 inh – NR2F2 (human) inhibition, primary screen; inhibition, % at 8.6 µM; HEK293T NGFI-A luciferase reporter, luminescence; AID 686940; hit rate 0.7% among 370,000; P24468;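 active = inhibition above a per-plate cutoff, mean inhibition of test wells between control levels plus 3 SD, cut at about 38% in these data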;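 note: cells cotransfected with COUP-TFII expression vector driving the NGFI-A reporter; 0% = median of COUP-TF2 test wells and 100% = reporter-only cells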
NOD2 RIPK2 PPI – NOD2-RIPK2 protein interaction inhibition; O43353; hit rate 0.38% among 360,000; CHO BLA complementation NOD2-RIPK2, CCF4 ratio; inhibition, % at 4.98 µM; in the data active = inhibition above about 21%;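 note: 0% = vehicle only and 100% = reference blocker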
SRC1 inh – inhibits human SRC1 coactivator. HEK293 GAL4-SRC1 luciferase reporter, luminescence. Q15788. inhibition, % at 3.6 µM. hit rate 0.12% among 360,000;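 active = inhibition above the campaign mean plus 3 SD, with each screening campaign given its own cutoff, cut at about 60% in these data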;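 note: 0% = DMSO treated cells and 100% = gossypol at 36 µM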
Target sequence (Q15788 whole entry, looked up, the tested form may be a part): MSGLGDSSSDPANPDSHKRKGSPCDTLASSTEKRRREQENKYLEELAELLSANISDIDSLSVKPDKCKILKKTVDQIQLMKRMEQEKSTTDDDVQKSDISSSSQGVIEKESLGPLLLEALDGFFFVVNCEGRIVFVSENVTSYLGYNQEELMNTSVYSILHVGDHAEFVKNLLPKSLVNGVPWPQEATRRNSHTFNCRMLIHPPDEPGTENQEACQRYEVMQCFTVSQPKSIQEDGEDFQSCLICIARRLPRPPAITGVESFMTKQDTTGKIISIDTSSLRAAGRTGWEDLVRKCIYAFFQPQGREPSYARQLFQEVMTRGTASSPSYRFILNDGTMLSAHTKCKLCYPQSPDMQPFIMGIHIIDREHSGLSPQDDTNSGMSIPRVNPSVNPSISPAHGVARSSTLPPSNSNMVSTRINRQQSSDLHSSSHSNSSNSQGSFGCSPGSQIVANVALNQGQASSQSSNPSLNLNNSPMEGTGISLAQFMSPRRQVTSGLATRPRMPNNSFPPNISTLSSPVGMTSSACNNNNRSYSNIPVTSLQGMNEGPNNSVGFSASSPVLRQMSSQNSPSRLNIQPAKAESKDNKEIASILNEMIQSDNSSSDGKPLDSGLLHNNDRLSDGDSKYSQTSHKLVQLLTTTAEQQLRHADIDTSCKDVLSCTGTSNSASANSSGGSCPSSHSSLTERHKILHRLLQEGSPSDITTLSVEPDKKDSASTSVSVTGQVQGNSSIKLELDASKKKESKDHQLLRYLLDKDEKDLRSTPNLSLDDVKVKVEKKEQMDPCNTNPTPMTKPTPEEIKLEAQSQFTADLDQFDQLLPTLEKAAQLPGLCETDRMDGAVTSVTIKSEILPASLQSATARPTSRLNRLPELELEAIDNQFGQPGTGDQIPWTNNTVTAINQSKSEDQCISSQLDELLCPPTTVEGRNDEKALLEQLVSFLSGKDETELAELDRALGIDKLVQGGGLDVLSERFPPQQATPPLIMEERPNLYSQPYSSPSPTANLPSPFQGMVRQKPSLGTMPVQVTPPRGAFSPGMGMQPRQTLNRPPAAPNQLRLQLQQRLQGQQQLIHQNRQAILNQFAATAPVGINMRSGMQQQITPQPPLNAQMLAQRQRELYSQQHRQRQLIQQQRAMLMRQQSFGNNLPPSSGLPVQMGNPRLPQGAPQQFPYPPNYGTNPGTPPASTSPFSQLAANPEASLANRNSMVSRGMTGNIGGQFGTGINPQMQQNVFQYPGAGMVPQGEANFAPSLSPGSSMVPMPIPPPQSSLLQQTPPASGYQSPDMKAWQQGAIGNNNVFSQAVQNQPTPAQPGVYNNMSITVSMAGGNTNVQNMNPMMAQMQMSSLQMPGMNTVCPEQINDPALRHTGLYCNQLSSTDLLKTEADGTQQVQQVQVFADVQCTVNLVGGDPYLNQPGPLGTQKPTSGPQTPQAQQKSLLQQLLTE
SRC2 inh – inhibits human steroid receptor coactivator 2. Q15596. HEK293 GAL4-SRC2 luciferase reporter, luminescence. inhibition, % at 9 µM. hit rate 0.17% among 370,000. AID 651957;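 active = inhibition above the mean inhibition of all tested compounds plus 3 SD, set per campaign, cut at about 52% in these data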;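 note: 0% = DMSO treated cells and 100% = cells given Gossypol at 36 µM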
SRC3 inh – inhibits human SRC3 coactivator | Q9Y6Q9 | hit rate 0.17% among 360,000 | AID 588352 | inhibition, % at 3.6 µM | HEK293 GAL4-SRC3 luciferase reporter, luminescence;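 active = inhibition above a per-campaign cutoff, the mean of all compounds plus 3 SD, cut at about 60% in these data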;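 note: 0% = DMSO-treated cells and 100% = gossypol-treated cells at 36 µM; higher means less SRC3-driven luciferase light from the GAL4 reporter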
Granule exo inh – lytic granule exocytosis inhibition; TALL-104 LAMP-1 surface exposure, flow cytometry; cells stimulated with thapsigargin and PMA; inhibition, % at 10 µM; hit rate 0.66% among 360,000;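 active = inhibition above about 55%, limit read from the data; inconclusive = no clear call, values can overlap the other calls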
NR5A2 inv ag – suppresses constitutive activity of human LRH-1; HEK293T StAR-luciferase reporter, LRH-1 transfected, 24 h; hit rate 0.13% among 360,000; inhibition, % at 3.6 µM; O00482;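 active = inhibition above the mean inhibition of all tested compounds plus 3 SD, cut at about 73% in these data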;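 note: 0% = DMSO wells and 100% = reporter-only cells lacking LRH-1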
TROY NFkB inh – inhibitors of TROY-dependent NF-kB signaling | Q293 LMP1-TROYcd NF-kB luciferase reporter, 4 h | inhibition, % at 10 µM | hit rate 0.98% among 360,000;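 active = compounds whose plate-normalised and pattern-corrected inhibition of the luciferase reporter signal at the single screening dose is 50% or more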
The depositor's hits bear a star; ? = inconclusive; . = not tested or not shown. These rows are one share of the data, so the mix of outcomes need not match the whole.

Results follow in this order: TWEAK-Fn14 inh | ABHD5-PLIN5 inh | TLR9-MyD88 block | NR2F2 inh | NOD2 RIPK2 PPI | SRC1 inh | SRC2 inh | SRC3 inh | Granule exo inh | NR5A2 inv ag | TROY NFkB inh
> COc1cc(/C=N\Nc2cc(=O)n(C)c(=O)n2C)ccc1O
 : -3.6 | -0.2 | 1.5 | -6.0 | -1.4 | -24.1 | 0.8 | -4.7 | 0.5 | 7.6 | -2.6
> Cc1cc(C(=O)OCC(=O)NC2CCS(=O)(=O)C2)c2ccccc2n1 (stereo not given)
 : 23.7 | -0.6 | 4.6 | -7.9 | -5.5 | -1.0 | 4.8 | -10.7 | 13.7 | 22.9 | -2.3
> CC(C)(Oc1ccc(Cl)cc1)C(=O)NCc1ccncc1
 : -7.0 | 2.9 | 2.3 | 12.6 | 6.2 | -21.7 | 2.4 | 3.4 | 3.2 | 2.8 | 4.3
> CCCCNC(=O)CSc1nc2cc3c(cc2c(=O)n1CCC(=O)NCCc1ccc(OC)c(OC)c1)OCO3
 : 0.4 | -3.8 | 7.4 | 6.3 | 1.6 | -2.7 | -0.2 | 2.8 | -3.0 | 8.5 | -23.1
> COc1ccc(N(CC(=O)NC2CCCCC2)C(=O)c2ccc(C)s2)cc1OC
 : 19.0 | 9.1 | 0.7 | 5.2 | 1.2 | 17.1 | -17.1 | -6.5 | 2.0 | 8.5 | 1.2
> CC(C)NC(=O)Nc1ccc2c(c1)CC(=O)N([C@@H](C)CO)C[C@H](C)[C@@H](CN(C)C(=O)NC1CCCCC1)O2
 : 3.6 | -1.9 | -4.5 | 1.9 | 1.2 | 6.2 | -25.1 | 11.7 | -1.5 | 10.7 | -5.1
> O=C(CCN1C(=O)c2ccccc2C1=O)C1=NN[C@@H]2C(=O)N(c3ccc4c(c3)OCCO4)C(=O)[C@H]12
 : 3.5 | 1.0 | . | 0.6 | -11.0 | 6.5 | 8.7 | 18.8 | -0.7 | -1.3 | -10.1
> Cc1ccc(N2C(=O)C3C=NNC3C2=O)cc1 (stereo not given)
 : -3.0 | -4.6 | 7.7 | 5.9 | -4.0 | -3.0 | -4.0 | 7.1 | 3.2 | 1.8 | -10.0
> O=C(N/N=C/c1cccc([N+](=O)[O-])c1)c1cc2c(ccc3ccccc32)o1
 : -83.2 | -28.3 | 5.2 | 14.7 | -2.3 | -5.5 | -9.3 | -6.1 | -5.5 | 12.4 | 0.4
> CCOc1ccc(NC(=O)COc2ccc(N3CC(C(N)=O)CC3=O)cc2)cc1 (stereo not given)
 : -37.6 | -8.2 | 0.4 | -21.1 | 8.4 | -2.9 | -1.2 | -10.7 | 1.0 | 2.0 | 17.6
> CCOC(=O)c1c(CN(CC)CC)oc2ccc(OC)cc12
 : 10.6 | 3.4 | 7.0 | -2.1 | 0.1 | -6.7 | -20.4 | -19.8 | -1.7 | 19.9 | -18.6
> COCc1c(C(=O)N/N=C/c2ccc(C)o2)nnn1-c1nonc1N
 : 3.1 | 1.2 | -15.1 | 25.7 | -3.6 | -31.8 | -11.7 | 5.5 | ? | 13.0 | -17.4
> COc1ccccc1CCC(=O)Nc1cccc(S(=O)(=O)N2CCCCCC2)c1
 : -2.3 | 2.3 | 3.2 | 13.7 | 1.6 | 30.6 | 2.0 | 16.7 | -3.1 | 7.3 | -2.6
> CCC(=O)Nc1cc(-c2nc3ncccc3o2)ccc1Cl
 : -21.0 | -4.1 | 3.3 | -20.8 | -7.4 | -6.0 | 2.6 | -8.3 | -8.0 | 13.0 | -24.7
> O=C(OC1CCOC1=O)C1CCN(S(=O)(=O)c2c(Cl)cccc2Cl)CC1 (stereo not given)
 : -16.4 | 1.8 | 5.6 | -0.8 | 2.4 | -11.1 | 0.2 | -10.8 | 30.3 | -1.5 | -13.2

Following part.
Results follow in this order: TWEAK-Fn14 inh | ABHD5-PLIN5 inh | TLR9-MyD88 block | NR2F2 inh | NOD2 RIPK2 PPI | SRC1 inh | SRC2 inh | SRC3 inh | Granule exo inh | NR5A2 inv ag | TROY NFkB inh
> O=C1C(Cl)=C(Nc2ccccc2O)C(=O)N1CCc1ccccc1
 : 1.2 | -4.1 | 0.3 | 5.7 | 5.7 | -39.0 | -13.6 | -13.7 | -0.2 | 7.3 | -15.1
> Cc1ccc(/C=C/C(=O)Nc2nccs2)o1
 : -19.1 | 3.9 | 3.9 | -10.1 | 4.6 | -111.5 | -30.4 | -75.9 | 1.2 | -85.3 | -11.9
> O=C(CCc1nnc(CCCCc2ccccc2)o1)N1CCCCC1CCO (stereo not given)
 : 6.1 | 4.5 | 0.3 | 7.7 | 0.5 | -32.3 | 16.4 | 12.6 | -6.3 | -7.8 | -4.2
> O=C(NCc1ccco1)c1ccc(Br)s1
 : 5.1 | 4.8 | 0.3 | 3.7 | -8.9 | -1.1 | -8.8 | 2.7 | 2.7 | -11.0 | -12.5
> Cc1ccc(C2CC(c3ccccc3)=NN2C(=S)Nc2ccccc2)o1 (stereo not given)
 : -23.8 | 41.8* | 1.1 | -12.0 | 48.3* | -18.0 | 9.1 | -19.6 | 96.6* | -48.7 | -22.6
> O=C(Nc1ccccc1)c1cc(C2CCCN(C(=O)c3ccc4c(c3)CCO4)C2)on1 (stereo not given)
 : -10.5 | -3.9 | . | -7.7 | 3.0 | -10.8 | -5.8 | 2.4 | 0.7 | -20.7 | -14.8
> CCOC(=O)[C@@H]1[C@H]2COc3ccccc3[C@H]2N2C(=O)N(c3ccc(C)cc3)C(=O)[C@]12C
 : -10.2 | -2.7 | 2.1 | -1.5 | 2.6 | -5.2 | -17.8 | 7.8 | 4.9 | 17.3 | 2.9
> Fc1cccc(CN2CCN(Cc3nc(-c4cnccn4)no3)CC2)c1
 : -21.1 | 2.5 | -1.9 | -0.8 | -6.2 | -19.6 | -15.8 | 20.2 | -2.8 | -4.1 | 10.3
> O=C(COC(=O)Cn1cnc2ccccc2c1=O)Nc1ccc(Cl)cc1
 : -11.2 | 6.6 | -2.9 | 5.5 | -9.9 | 6.7 | 4.7 | -3.4 | -0.1 | 11.5 | 16.4
> CCSCCNC(=O)c1cncc(Br)c1
 : -7.0 | 0.0 | 4.4 | -2.7 | -8.0 | 4.1 | -13.8 | 6.2 | -2.9 | 5.7 | -0.8
> CC1CCN(C(=O)COC(=O)c2cccc(S(=O)(=O)N3CCOCC3)c2)CC1
 : -1.2 | 6.0 | -13.0 | -16.7 | -17.1 | 6.4 | 7.8 | 4.6 | -6.9 | 7.4 | -8.8
> COc1ccc(-n2nc3c(c2NC(=O)c2ccc(Br)cc2)CS(=O)C3)cc1 (stereo not given)
 : -7.5 | 7.3 | -2.9 | 8.7 | 3.5 | 4.0 | -19.7 | 2.7 | -2.8 | 6.5 | -20.1
> N#Cc1ccc(CSc2nnc(NC(=O)CCc3nc4ccccc4c(=O)[nH]3)s2)cc1
 : -9.6 | -11.2 | 8.7 | 3.0 | -5.8 | -4.1 | -17.3 | -17.4 | 1.0 | 13.4 | 16.3
> CCN(CC)CCCNC(=O)c1cc(-c2cccc(Cl)c2)on1
 : 14.0 | -0.2 | 4.3 | -9.4 | -3.9 | -19.9 | -54.2 | -0.9 | -0.3 | 13.6 | 3.9
> Cc1ccc(C(=O)/C=C/C(=O)O)cc1
 : 36.9 | 93.4* | -9.1 | -7.7 | -2.9 | -2.5 | 23.4 | 20.5 | 50.2 | 13.4 | -1.6

Further compounds:
Results follow in this order: TWEAK-Fn14 inh | ABHD5-PLIN5 inh | TLR9-MyD88 block | NR2F2 inh | NOD2 RIPK2 PPI | SRC1 inh | SRC2 inh | SRC3 inh | Granule exo inh | NR5A2 inv ag | TROY NFkB inh
> NC(=O)c1ccccc1NCC(=O)c1ccc(F)cc1
 : -2.3 | -5.4 | 0.1 | -26.6 | 4.1 | -30.3 | -7.1 | -37.8 | -6.7 | -75.7 | -48.1
> Cc1ccccc1NC(=S)NCc1ccc(Cl)cc1
 : -3.4 | 2.1 | 1.5 | 3.6 | -7.0 | -21.6 | 8.7 | -6.1 | -1.7 | 13.1 | 12.4
> O=C(N/N=C/c1ccc(OCC(=O)N2CCCCC2)cc1)c1ccccc1
 : 1.3 | 9.9 | -10.6 | -20.6 | -3.7 | -26.5 | -63.6 | -15.6 | -5.2 | -33.5 | -34.5
> C=C(C)Cn1c(-c2ccncc2)n[nH]c1=S
 : 15.2 | -4.8 | 5.2 | 5.9 | -3.1 | -17.0 | 6.6 | 8.9 | -0.9 | 7.7 | -12.1
> CC(=O)Nc1cccc(N=NN2CCCCC2)c1
 : 14.3 | 1.5 | 2.9 | 10.9 | 1.2 | 4.1 | -25.5 | 4.7 | 2.2 | -14.7 | -14.8
> Cc1c(Cl)cccc1NC(=O)CNC(=O)c1ccc2c(c1)OCCO2
 : -3.6 | 12.8 | 0.8 | -14.5 | -4.4 | -28.1 | -36.0 | -31.3 | -4.9 | 1.8 | -30.5
> CCN1CCN(C(=O)c2oc(=O)c3ccccc3c2-c2ccc(C)cc2)CC1
 : -0.1 | 0.7 | -11.1 | -6.2 | -13.6 | -0.6 | -28.4 | 12.4 | -1.9 | -23.3 | -11.5
> CC1=C(C(=O)N(C)C)CC(CC(=O)NC2CCCC2)C(=O)N1CCC1=CCCCC1 (stereo not given)
 : -18.5 | -7.4 | -5.4 | -36.3 | -13.3 | -92.5 | -10.2 | -58.2 | -0.7 | -64.2 | -34.1
> CCOc1ccc(CCNC(=O)C2(c3ccccc3)CC2)cc1OCC
 : 1.3 | 3.1 | -5.7 | -22.9 | -7.9 | -2.2 | 20.5 | 10.0 | -0.1 | 0.3 | 4.3
> CCOc1ccc(-c2c[n+](=O)c3c(n2[O-])CCCC3)c(OCC)c1
 : -13.5 | -5.2 | 5.5 | -6.3 | 0.3 | -1.5 | 11.6 | 9.8 | -1.7 | -20.4 | -7.7
> COc1ccc(CC(=O)N2CCCC(C)C2)cc1 (stereo not given)
 : -0.7 | 3.4 | -7.9 | -5.6 | 8.6 | 7.3 | -37.3 | 1.2 | 3.5 | -15.3 | 18.2
> Cc1cc(C)c(N=C2C(=O)Nc3ccccc32)c(C)c1
 : 21.5 | -2.7 | 3.4 | 5.9 | -4.9 | 2.9 | 5.3 | -4.9 | -28.1 | 10.9 | 28.7
> O=c1ccc2cc(S(=O)(=O)N3CCN(c4ccc(Cl)cc4)CC3)ccc2o1
 : 40.8 | -0.1 | -2.1 | -0.8 | -8.4 | -8.6 | -6.1 | -21.5 | -2.7 | 3.5 | 14.4
> O=C(COC(=O)c1cncc(Br)c1)NC12CC3CC(CC(C3)C1)C2
 : 2.4 | 0.9 | . | -1.5 | -2.7 | 8.1 | -1.6 | -15.0 | 12.0 | -15.2 | -20.3
> O=C(N/C(=C\c1ccc([N+](=O)[O-])cc1)C(=O)N1CCCCC1)c1ccccc1
 : 0.3 | 0.6 | 2.1 | 0.9 | -2.7 | 5.4 | -11.1 | 4.7 | 1.7 | 0.9 | 10.6
> COc1ccc(NC(=O)N(C)C[C@H]2OCCCC[C@H](C)Oc3ccc(NC(=O)Nc4ccc5c(c4)OCO5)cc3C(=O)N([C@@H](C)CO)C[C@@H]2C)cc1
 : 5.7 | 1.9 | 11.3 | 4.0 | 3.8 | -1.1 | -0.3 | -2.8 | 0.7 | -17.6 | 3.7
> O=C(N/C(=C\c1ccco1)C(=O)N1CCOCC1)c1ccccc1Cl
 : 6.1 | -2.7 | -8.8 | 0.5 | 2.4 | 4.8 | 0.1 | 4.2 | -0.1 | -19.9 | -1.8
